Pf growth 48h: inhibits P. falciparum growth in the first generation, 48 h. 5.9% of 310,000 active. P. falciparum luciferase growth in erythrocytes, 48 h. Potency, µM (top dose mostly 28.7 µM), for the others: at the top dose activity change, negative = inhibition, hits mostly inhibitors
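First compound was added to culture medium, then infected red cells at 0.1% parasitemia and 2% hematocrit (final). After incubation at 37 C under 5% CO2, luciferase detection reagent was dispensed and light output recorded.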
Tb PYK inh: T. brucei pyruvate kinase inhibition. Q57TT1. TbPYK enzyme, Kinase-Glo Plus ATP luminescence, 45 min. Potency, µM (highest dose often 76.8 µM), for inactives: at the top dose activity, negative = inhibition, hits mostly inhibitors. 0.12% of 410,000 active; further: nearly all actives have a fitted effect of over 50% in size
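Luminescence from Kinase-Glo Plus, added after a 45-minute room-temperature reaction, served as the end-point read-out. The enzyme and substrate were preincubated with compound before ADP (130 uM final) initiated turnover. Concentration-effect curves came from normalized qHTS data.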
Sm TGR inh: S. mansoni TGR enzyme inhibition. AID 485364. Potency, µM (highest dose often 114 µM), for inactives: at the top dose activity change, negative = inhibition, actives largely listed as inhibitors. 3% of 360,000 active. purified TGR, DTNB reduction, TNB absorbance 405 nm. Q962Y6; further: nearly all actives have a fitted effect of over 60% in size
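TGR 20 nM + NADPH 100 uM (dispensed conc.), cpd preinc 15 min RT; start with NADPH (500 uM addition) then DTNB (15 mM addition). Kinetic TNB absorbance, 405 nm filter. Four-parameter Hill fit across titration.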
Pf growth 96h: inhibits malaria parasite growth, 96 h; P. falciparum luciferase reporter growth, 96 h; Potency, µM (titrated, usually from 28.7 µM), for inactives: at the highest dose activity change, negative = inhibition, hits mostly inhibitors; 6.9% of 320,000 active; AID 504834
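Plates of compound plus infected erythrocytes (2% hematocrit, 0.05% parasitemia final) incubate 96 hours, 37 C, 5% CO2. Detection reagent added; reduced luminescence from the parasites' luciferase reporter flags inhibition.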
LmPK inhibitor: inhibitors of Leishmania mexicana pyruvate kinase. Q27686. purified LmPK, Kinase-Glo ATP luminescence, 1 h. Potency, µM (doses to about 57.5 µM), for the others: top-dose activity change, negative = inhibition, actives largely listed as inhibitors. 0.37% of 290,000 active
Target sequence (Q27686 whole entry, looked up): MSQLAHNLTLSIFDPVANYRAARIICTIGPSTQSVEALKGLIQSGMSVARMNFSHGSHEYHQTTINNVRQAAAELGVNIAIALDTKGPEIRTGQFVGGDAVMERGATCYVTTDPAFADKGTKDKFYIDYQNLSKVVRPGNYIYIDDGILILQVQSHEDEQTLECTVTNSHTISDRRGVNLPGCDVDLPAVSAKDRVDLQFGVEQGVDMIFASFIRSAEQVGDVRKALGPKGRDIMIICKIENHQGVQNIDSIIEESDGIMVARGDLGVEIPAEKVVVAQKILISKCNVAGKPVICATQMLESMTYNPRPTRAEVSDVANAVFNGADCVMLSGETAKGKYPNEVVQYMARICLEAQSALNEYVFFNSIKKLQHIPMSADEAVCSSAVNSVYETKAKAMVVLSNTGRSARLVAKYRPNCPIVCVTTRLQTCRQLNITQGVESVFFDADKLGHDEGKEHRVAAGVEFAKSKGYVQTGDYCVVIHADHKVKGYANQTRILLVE
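Purified LmPK (0.1 nM) with 0.5 mM PEP and 0.1 mM ADP in imidazole buffer pH 7.2 with MgCl2/KCl, 1 h at room temperature. ATP formed was read by luciferase luminescence and normalized to no-enzyme and uninhibited controls.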
HCV inh: blocks hepatitis C virus | Huh7.5.1 HCVcc-Cre infection, luciferase reporter, 44 h | Potency, µM (highest dose often 41.8 µM), for the others: at the top dose activity change, negative = inhibition, most hits filed as inhibitors | 3.4% of 340,000 active | AID 651820
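Antiviral activity was scored by luciferase reporter output from cells infected with HCVcc-Cre (~0.5 moi) in presence of compound, 44 h infection period, cells seeded 1,000/well 4 h prior.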
The depositor's hits bear a star; i = inactive; ? = inconclusive; nt = no result given; & = joins results of further samples; [ ] = remark or other dose. The call rests on the fitted dose curve; in most records, active means well fitted curve in the direction sought with a large enough effect; inconclusive means small, poorly fitted or top-dose-only effect, or another doubt; inactive means no such curve, though single readings can be large; an effect the other way counts as inactive or inconclusive. On the % scale 0 is the no-effect control and ±100 the full control effect; potency means the concentration at half of the fitted maximal effect.

Value order: Pf growth 48h | Tb PYK inh | Sm TGR inh | Pf growth 96h | LmPK inhibitor | HCV inh
CCC(=Nc1ccc2c(c1)CCC2)c1c(O)n(C2CCCCC2)c(=O)[nH]c1=O
  nt | -2% | 1%[11.4 µM] | ? | 14% | 1%
COc1ccc(C2=NOC(CNC(=O)c3ccccc3Br)C2)c(OC)c1 (centres undefined)
  ? | 3% | 16% | ? | 4% | -25%
Cc1cc(C(=O)OCC(=O)Nc2ccc(F)cc2F)c(C)o1
  ? | 4% | 2% | -10% | -2% | ?
COc1ccc(C(=O)Nc2ncc3c(n2)-c2ccccc2CC3)cc1
  1% | 7% | -34% | 97%[activator] | 4% | -28%
O=[N+]([O-])c1cc2cccnc2c2ncccc12
  4.7µM* | -1% | -11% | 9.3µM* | -5% | ?
O=C(c1ccc2c(c1)N(Cc1ccc(F)cc1)C(=O)CS2)N1CCOCC1
  ? | -4% | 4% | 55%[activator] | 4% | 14%
c1ccc(CCNCc2ccccc2)cc1
  12% | -7% | -4% | 51%[activator] | 1% | 4%
COCCOC(=O)c1c(C)n(C)c2ccc(OC(=O)c3ccccc3OC)cc12
  nt | -5% | -4% | 14% | 2% | 0%
CCOc1ccc(/C(O)=C2/C(=O)C(=O)N(CCOCCO)C2c2ccccc2)cc1 (centres undefined)
  15% | 2% | 3% | 30% | -1% | -1%
O=c1c2cn(Cc3ccc(F)cc3)c3ccc(F)cc3c-2nn1Cc1ccc(F)cc1
  6% | 1% | 5% | 2% | -6% | -4%
CC(C)N1CC(C(=O)Nc2ccc(Cl)c([N+](=O)[O-])c2)CC1=O (centres undefined)
  24% | 0% | ? | ? | 2% | 6%
Cc1ncc(S(=O)(=O)c2ccccc2)c(-c2ccccc2Cl)n1
  nt | 0% | -2% | -97% | 4% | -2%
CCOC(=O)NN1C(=O)c2ccccc2NC1(C)C
  10% | 0% | -3% | -96% | 1% | 18%
CN1CCC(N(C)c2nc(-c3ccc([N+](=O)[O-])cc3)nc3ccccc23)CC1
  ? | -4% | 4% | 1.5µM* | -1% | 4.5µM*
O=C(NC(O)C(=O)c1ccccc1)c1ccc(F)cc1 (centres undefined)
  17% | 14% | 5% | 16% | -4% | -16%
CCOc1ccc(Cn2nnc(C(=O)NCc3ccc(OC)cc3)c2N)cc1
  10% | 1% | 3% | 0.93µM* | -2% | 3%&10%
Cc1cccc(C(C)C)c1NS(=O)(=O)c1cn(C)nc1C
  ? | -1% | -16% | -1% | -2% | 3%
CCC1CCCCN1CC(C)(C)NS(=O)(=O)c1ccccc1 (centres undefined)
  19% | 32%[activator] | 4% | -1% | 1% | 25%
CC1C(=O)N2CCCc3cc(S(=O)(=O)N4CCN(c5ccc(F)cc5)CC4)cc1c32 (centres undefined)
  -15% | -3% | 5% | 1% | 3% | -17%
O=C1CCN(N=Nc2cccc(Cl)c2)N1
  nt | nt | ? | ? | 20% | nt
C=CCn1c(=N)n(CC(=O)c2ccccc2)c2ccccc21
  200%[activator] | -6% | 0% | -1% | 0% | ?
O=S(=O)(c1ccc(Cl)cc1)N1CCN(c2ncccn2)CC1
  0% | 1% | -1% | nt | 6% | 1%
Cn1ncc([N+](=O)[O-])c1C(=O)N/N=C/c1cccc([N+](=O)[O-])c1
  8% | -20% | 15% | 5% | 7% | 5%
CCn1cc(Cl)c(C(=O)N2N=C3/C(=C/c4cccs4)CCCC3C2c2cccs2)n1 (centres undefined)
  -6% | -18% | -2% | ? | 4% | ?
COc1ccc(CNC(=O)NCCc2c[nH]c3ccccc23)cc1
  19% | 0% | -18% | 13% | 4% | -13%
CC1CCCC(NC(=O)CSc2nnnn2C)C1C (centres undefined)
  nt | 4% | 11%[11.4 µM] | ? | 8% | 7%
O=C1C=C(c2ccc(-c3ccccc3)cc2)C[C@@H](c2ccc(F)cc2)C1
  0% | -7% | 3% | 0% | nt | 4%
CCc1ccc(CN(C)C(=O)c2cc(S(=O)(=O)N3CCOCC3)ccc2N2CCCC2)cc1
  12µM* | 6% | -3% | ? | nt | -28%
Cc1cc(C)n2nc(SCC(=O)N3CCC4(CC3)OCCO4)nc2n1
  47%[activator] | -3% | 1% | 1% | -1% | nt
O=C(NCCN1C(=O)S/C(=C\c2cccc(Cl)c2Cl)C1=O)C1=COCCO1
  -18% | -7% | -5% | -18% | 1% | ?

Full records, looked up by structure. Values in the order: Pf growth 48h, Tb PYK inh, Sm TGR inh, Pf growth 96h, LmPK inhibitor, HCV inh
`C=CCn1c(=N)n(CC(=O)c2ccccc2)c2ccccc21` is entered as 200%[activator], -6%, 0%, -1%, 0%, ?
`O=C1CCN(N=Nc2cccc(Cl)c2)N1` is entered as nt, nt, ?, ?, 20%, nt

(next part)
Value order: Pf growth 48h | Tb PYK inh | Sm TGR inh | Pf growth 96h | LmPK inhibitor | HCV inh
Cc1cccc(NC(NC(=O)c2ccccn2)C(Cl)(Cl)Cl)c1 (centres undefined)
  ? | -1% | 1% | -4% | 0% | 17%
COc1ccc(-n2c(Cc3cccn3C)nnc2SCC(=O)Nc2ccc(F)cc2)cc1
  ? | -14% | -32% | ? | 10% | -15%&-13%
COc1ccc(NC(=O)c2cc(-c3cc(OC)c(OC)c(OC)c3)nc3ccccc23)c(OC)c1
  5.2µM* | -1% | 5% | 2.6µM* | -6% | ?
Cc1cc(C)n(-c2nc(NCc3cccnc3)c3c4c(sc3n2)COC(C)(C)C4)n1
  nt | -3% | ? | nt | 15% | -23%
O=C(CCSc1ccccc1)NCc1cccnc1
  13% | -6% | 1% | ? | -5% | 43%[activator]
Fc1ccc(Br)cc1/C=N/n1cnnc1
  23% | 0% | 7% | ? | 1% | -2%
Cc1nn(-c2ccccc2)c(Cl)c1/C=N/Nc1nncc(=O)[nH]1
  7% | -3% | 3% | -8% | -4% | 4%
CN(c1ccc(F)cc1)S(=O)(=O)c1ccc2[nH]cc(C(=O)O)c(=O)c2c1
  13% | -4% | 3% | -25% | -8% | 8%
CN(C)S(=O)(=O)c1cccc(NC(=S)N/N=C/C(=O)c2ccccc2)c1
  ? | -5% | -2% | ? | -1% | -14%
Cc1cccc(C(=O)NNC(=O)c2ccccc2)c1
  41%[activator] | -21% | 1% | 34%[activator] | 0% | 3%
CCCCCCCNC(=O)C1(CC2CC(c3cccc(Br)c3)=NO2)CCN(C(=O)Cc2ccc(F)cc2)CC1 (centres undefined)
  7.4µM* | 0% | 12% | 10µM* | nt | -19%
CC(C)(C)c1ccc(C(=O)N2CCC3(CC2)NCCc2[nH]cnc23)cc1
  ? | -16% | 5% | 14% | 11% | 5%
COc1cccc(/C=N/n2cnnc2)c1OCc1ccccc1
  25% | -14% | -3% | ? | -5% | 21%
Cc1cccc(N2CCN(C(=O)C(C)C)CC2)c1C
  -13% | -10% | -7% | nt | 4% | -9%
CCOc1ncccc1C(=O)OCC(=O)c1cc(OC)ccc1OC
  -9% | -13% | 3% | 5% | -6% | ?
Cc1cccc(C)c1NC(=O)CN1CCCC1
  4% | -2%&4% | nt | 1% | nt | 1%
CCOc1ccc(NC(=S)NCCCN2CCN(C3CCCCC3)CC2)cc1
  3% | -2% | -9% | 60%[activator] | 2% | -22%
O=C1Cc2ccccc2Sc2ccc(O)cc21
  -5% | 3% | 3% | 1% | 5% | 32%[activator]
Cc1cccc(CC(C)NC(=O)c2oc3c(F)cccc3c2C)n1 (centres undefined)
  12% | 0% | 6% | ? | -1% | ?
COc1ccc(S(=O)(=O)N(C)CC(=O)N2CCCCCC2)cc1
  -5% | -3% | 1% | 4% | 2% | 23%
Cc1ccccc1-c1cc(C(=O)NCc2ccc3c(c2)OCO3)n(CC2CC(c3cccnc3)=NO2)n1 (centres undefined)
  ? | 1% | -19% | 4.1µM* | nt | -15%
Cc1cc(OCC(=O)NCc2ccncc2)c2c3c(c(=O)oc2c1)CCC3
  ? | 1% | 1% | ? | 1% | -7%
O=C(NCCc1nnc2ccc(SCC(=O)N3CCOCC3)nn12)c1ccccc1
  20% | -8% | -1% | 41%[activator] | 1% | 10%
CCOc1ccc(-c2cc(C(=O)NN)[nH]n2)cc1
  12% | -8% | -4% | ? | -3% | 4%
CC(C)NC(=O)c1ccccc1NC(=O)CCS(=O)(=O)Cc1ccccc1
  17% | -4% | -32% | nt | 4% | -15%
CC(C)(C)c1cc(C(=O)Nc2ccc(F)cc2)n(Cc2ccc(F)cc2)n1
  10µM* | 7% | 2% | 12µM* | 2% | 11µM*
COc1cccc(CN2CCNC(=O)C2CC(=O)NC2CCCC2)c1OC (centres undefined)
  -12% | 2% | ? | ? | -3% | -2%
Cc1c(C=O)c2ccccc2n1CCOc1ccccc1F
  ? | -1% | 10% | 8.3µM* | 1% | ?
CC(C)NS(=O)(=O)c1ccc(OCC(=O)NCc2ccc3c(c2)OCO3)c(Cl)c1
  1% | -1% | 4% | 9% | 4% | -26%
CCn1c(COc2ccccc2Cl)nnc1SCC(=O)Nc1ncccc1C
  14% | -15% | -1% | 0% | 1% | 0%

New compounds follow.
Molecule | Pf growth 48h | Tb PYK inh | Sm TGR inh | Pf growth 96h | LmPK inhibitor | HCV inh
CC(Sc1nnc(C2CC2)n1C1CC1)C(=O)Nc1ccccc1C#N (centres undefined) | 56%[activator] | 5% | 1% | -27% | nt | -17%
CC(C)c1ccc(NC2CCCN(C(=O)CN3CCCC3=O)C2)cc1 (centres undefined) | -2% | 5% | -6% | 42%[activator] | -1% | 16%
Cc1ccc(C)c(NC(=S)N2CCC(NC(=O)c3cccc(F)c3)CC2)c1 | -9% | 9% | 0% | 4% | -5% | 8%
O=C(COC(=O)c1ccccc1NS(=O)(=O)c1cc([N+](=O)[O-])ccc1Cl)c1ccccc1 | 3% | nt | nt | -2% | 5% | nt
Cc1ccc(N2CCN(/N=C/c3c(C)nn(-c4ccccc4)c3Cl)CC2)cc1 | -7% | 2% | -5% | ? | -1% | -9%
COc1cc(C#N)ccc1OCC(=O)c1ccc2c(c1)OCCO2 | -20% | 1% | 0% | ? | 4% | ?
c1ccc2c(NCC3CCCO3)nc(N3CCCCC3)nc2c1 (centres undefined) | ? | 15% | 5%[57.1 µM] | i | -3% | ?
COc1ccc(C=O)cc1Cn1cnc2c(cnn2C)c1=O | 0% | -2% | 5% | 40%[activator] | -2%[11.5 µM] | -4%
O=C(CN1CCc2ccccc2C1)Nc1ccccc1C(F)(F)F | -3% | 4% | -18% | 3% | 0% | -5%
O=C1/C(=C\c2ccc(O)c(O)c2)N=C2CCCCCN12 | -1% | -19% | ? | 18% | -5% | 3%
CCOC(=O)c1c(C)[nH]c(C(=O)COC(=O)CCSc2ccccc2)c1C | 90%[activator] | -10% | 3% | 119%[activator] | -2% | -4%
O=C(N/C(=C/C=C\c1ccccc1)C(=O)N1CCOCC1)c1ccc(Br)cc1 | ? | 6% | ? | 6% | -10% | 1%
Cc1ccc(C2C=C(c3ccc4c(c3)OCO4)Nc3ncnn32)cc1 (centres undefined) | ? | -12% | ? | 12µM* | -3% | -19%
CCC(=O)Nc1nnc(S(=O)(=O)N(CC(C)C)c2ccccc2)s1 | -13% | -9% | 2% | ? | -4% | 26%
COc1ccc(-c2ccc(SCC(=O)Nc3nnc(C)s3)nn2)cc1 | 21% | -3% | 0% | ? | 6% | 3%

Limited to Pf growth 96h, for 3 of the compounds above:
Compound,Pf growth 96h
CCOC(=O)c1c(C)[nH]c(C(=O)COC(=O)CCSc2ccccc2)c1C,119%[activator]
O=C(N/C(=C/C=C\c1ccccc1)C(=O)N1CCOCC1)c1ccc(Br)cc1,6%
Cc1ccc(C2C=C(c3ccc4c(c3)OCO4)Nc3ncnn32)cc1 (centres undefined),12µM*
